NPC1 prom act = activates the NPC1 promoter; AID 485313; Potency, µM (top dose mostly 9.22 µM), for inactives: top-dose activation, hits mostly activators; Huh7 NPC1 promoter luciferase reporter, 24 h; 320,000 tested, 2.4% active;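 also: potency is read from the fitted curve at half-maximal effect; % of control where 0% means no effect; nearly all actives have a fitted effect of over 60% in size; reporter is driven by a mutant NPC1 promoter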
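Cells: Huh7 expressing luciferase under the NPC1 promoter, 1500/well. Seeded 2 h, compound added, incubated 24 h at 37 °C. Luciferase reagent, 10 min ambient, then luminescence.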
ELG1 repair inh = ELG1-dependent DNA repair inhibition; 330,000 tested, 2.3% active; HEK293T ELG1-luciferase reporter, luminescence, 16 h; DNA damage induced by 5-fluorouridine; AID 504467; Potency, µM (doses to about 46.1 µM), for the others: at the highest dose activity change, negative = inhibition, hits mostly inhibitors; also: potency is read from the fitted curve at half-maximal effect; % is scaled to controls: 0 for no effect and ±100 for the full control effect; nearly all actives have a fitted effect of over 55% in size
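Overnight (16 hr) co-exposure of 2,000 cells/well to 5-fluorouridine and compound at 37 °C preceded detection. Luciferase was quantified via ONE-Glo luminescence; loss of signal denotes inhibition.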
ELG1 genotoxic = induces genotoxicity in HEK293T cells with luciferase-tagged ELG1; HEK293T ELG1-luciferase reporter, luminescence, 16 h; Potency, µM (highest dose often 46 µM), for inactives: at the top dose activity change, positive = activation, hits mostly activators; 330,000 tested, 1.3% active; AID 504466; also: potency is read from the fitted curve at half-maximal effect; % of control where 0% means no effect; nearly all actives have a fitted effect of over 60% in size
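Reporter readout depends on ELG1 protein level, which increases with genetic stress. After 16 hr compound exposure at 37 °C, luciferase activity was quantified using ONE-Glo.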
Rab9 prom act = activators of Rab9 promoter; Potency, µM (highest dose often 9.22 µM), for the others: top-dose activation, negative = inhibition, most hits filed as activators; Huh7 Rab9 promoter-luciferase reporter, luminescence, 24 h; AID 485297; 320,000 tested, 2.8% active; also: potency is read from the fitted curve at half-maximal effect; % of control where 0% means no effect; nearly all actives have a fitted effect of over 60% in size
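Promoter activation is measured as luciferase luminescence in Huh7 cells stably transfected with a Rab9 promoter–luciferase construct, following 24 h compound exposure at 37 °C and 10 min reagent incubation at ambient temperature.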
Tb PFK inh = blocks T. brucei phosphofructokinase. AID 485367. O15648. 330,000 tested, 0.17% active. T. brucei PFK, ADP-Glo luminescence. Potency, µM (series often up to 57.5 µM), for the others: at the highest dose activity, negative = inhibition, actives largely listed as inhibitors;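 also: potency is read from the fitted curve at half-maximal effect; 0% = uninhibited 1x PFK enzyme wells and -100% = no-enzyme wells; nearly all actives have a fitted effect of over 60% in size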
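In TEA buffer at pH 8.0 with 5 mM MgCl2, enzyme (1.25 nM) converted F6P (0.5 mM) and ATP (0.1 mM) for 45 min at room temperature. ADP product was read by luciferase luminescence.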
BRCA1 expr act = BRCA1 expression activation. 380,000 tested, 1.1% active. Potency, µM (doses to about 46.1 µM), for inactives: top-dose activation, usual class: activators. AID 624202. MCF7-BRCA1-FFLuc reporter, luminescence, 48 h; response scale: scaled: vehicle 0%, 10 µM genistein 100%; also: potency is read from the fitted curve at half-maximal effect; nearly all actives have a fitted effect of over 80% in size; some results filed as inactive show a strong effect at the top dose
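48 h compound treatment of MCF7-BRCA1-FFLuc cells (phenol-red free MEM, 37 °C), then 15 min with luciferase substrate and luminescence imaging.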
RORgamma inh = inhibitors of mouse ROR gamma transcriptional activity | Potency, µM (titrated, usually from 53.6 µM), for the others: at the highest dose activity change, negative = inhibition, actives largely listed as inhibitors | 310,000 tested, 5.4% active | AID 2551 | Drosophila S2 Gal4-RORgamma UAS-luciferase reporter, 20 h | P51450; also: potency is read from the fitted curve at half-maximal effect; % is scaled to controls: 0 for no effect and ±100 for the full control effect; nearly all actives have a fitted effect of over 60% in size
Target sequence (P51450 whole entry, looked up, the tested form may be a part): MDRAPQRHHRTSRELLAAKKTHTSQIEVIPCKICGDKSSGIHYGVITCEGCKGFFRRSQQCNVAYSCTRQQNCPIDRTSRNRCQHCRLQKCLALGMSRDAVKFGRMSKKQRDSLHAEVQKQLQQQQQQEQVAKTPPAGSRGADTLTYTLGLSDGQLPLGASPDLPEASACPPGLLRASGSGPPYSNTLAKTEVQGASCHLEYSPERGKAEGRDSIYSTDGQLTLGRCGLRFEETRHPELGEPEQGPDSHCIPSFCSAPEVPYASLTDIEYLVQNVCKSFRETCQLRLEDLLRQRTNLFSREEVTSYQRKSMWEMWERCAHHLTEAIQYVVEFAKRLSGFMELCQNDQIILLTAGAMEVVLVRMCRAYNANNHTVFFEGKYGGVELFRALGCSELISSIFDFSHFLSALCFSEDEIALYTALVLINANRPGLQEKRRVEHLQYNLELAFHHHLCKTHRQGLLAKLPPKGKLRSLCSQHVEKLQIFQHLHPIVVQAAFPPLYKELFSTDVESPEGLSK
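In this cell-based reporter format, copper sulfate (700 uM final) drives Gal4–ROR gamma fusion expression from a metallothionein promoter in Drosophila Schneider cells; compounds preincubated 1 hr, reporter read after 20 hr at ambient temperature.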
p53 reactivation = re-activators of mutant p53; Potency, µM (highest dose often 92.2 µM), for inactives: at the highest dose activity change, positive = activation, actives largely listed as activators; 320,000 tested, 0.063% active; AID 504706; H1299 p53-A138V BP100-luciferase reporter, luminescence, 24 h; also: potency is read from the fitted curve at half-maximal effect; % of control where 0% means no effect; nearly all actives have a fitted effect of over 45% in size
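p53-null H1299 cells stably carrying temperature-sensitive p53-A138V and a BP100-luciferase reporter were pinned with compounds (4-point, 1:5 series) and held 24 hrs at 37 deg C. Luminescence was read 10 min after detection reagent.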
Gal4-VP16 FLuc = Gal4-VP16 reporter inhibition counter-screen. Drosophila S2 Gal4-VP16 UAS-luciferase, luminescence, 20 h. Potency, µM (titrated, usually from 53.6 µM), inactives show at the top dose activity, negative = inhibition, hits mostly inhibitors. 310,000 tested, 3.5% active;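 also: Gal4-VP16 expression switched on by copper sulfate through the metallothionein promoter; potency is read from the fitted curve at half-maximal effect; % is scaled to controls: 0 for no effect and ±100 for the full control effect; nearly all actives have a fitted effect of over 50% in size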
TRPV1 ag = agonists of human vanilloid receptor 1 (TRPV1) | Q8NER1 | TRPV1-expressing cells, Fluo-8 calcium influx, agonist mode | activation, % at 8.33 µM | 320,000 tested, 0.19% active; in the data active = activation above about 80%; inconclusive = between about 30% and that limit; also: 0% is about no effect
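Fluo-8 calcium influx in TRPV1-expressing cells, kinetic read (ex 480/em 520 nm). Compound added and read 3 min for agonist activity, followed by capsaicin at EC20 final and 2 min further read for enhancement.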
FLuc counter = inhibits or activates purified firefly luciferase, miR-21 counter-screen | purified FLuc, Km substrates, luminescence inhibition | Potency, µM (series often up to 57.5 µM), inactives show at the top dose activity change, negative = inhibition, hits mostly inhibitors | 360,000 tested, 6.9% active | AID 588342;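 also: potency is read from the fitted curve at half-maximal effect; plate controls were vehicle for no effect and reference inhibitor for full effect; nearly all actives have a fitted effect of over 55% in size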
Target sequence (P08659 whole entry, looked up): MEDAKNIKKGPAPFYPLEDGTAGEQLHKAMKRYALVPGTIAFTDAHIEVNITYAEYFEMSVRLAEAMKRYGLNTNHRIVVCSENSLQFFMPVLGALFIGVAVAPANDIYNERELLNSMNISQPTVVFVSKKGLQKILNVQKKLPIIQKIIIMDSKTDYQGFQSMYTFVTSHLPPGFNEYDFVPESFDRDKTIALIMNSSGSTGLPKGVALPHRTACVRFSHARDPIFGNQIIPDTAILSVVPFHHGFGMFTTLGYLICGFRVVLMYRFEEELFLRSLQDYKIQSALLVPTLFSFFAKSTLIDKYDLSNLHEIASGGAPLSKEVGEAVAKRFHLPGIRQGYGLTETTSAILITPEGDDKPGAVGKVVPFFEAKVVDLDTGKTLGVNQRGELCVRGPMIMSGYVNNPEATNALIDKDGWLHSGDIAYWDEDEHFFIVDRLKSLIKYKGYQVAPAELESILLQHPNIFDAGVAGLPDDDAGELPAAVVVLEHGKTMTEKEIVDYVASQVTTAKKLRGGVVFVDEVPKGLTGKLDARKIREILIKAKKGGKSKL
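Purified P. pyralis luciferase (10nM final) with 10uM D-luciferin and 10uM ATP (Km levels) in 50mM Tris acetate pH 7.5, 10mM Mg acetate, 0.01% Tween-20, 0.05% BSA; qHTS 6-point titration, ~60 µM downward; luminescence read.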
* = called active by the depositor; ? = inconclusive; · = no result given; & = joins results of further samples; [ ] = another dose, or the depositor's remark. Unless noted, calls follow the shape of the dose curve; as a rule, active = well fitted curve in the direction sought with a large enough effect; inconclusive = small, poorly fitted or top-dose-only effect, or another doubt; inactive = no such curve, though single readings can be large; an effect the other way counts as inactive or inconclusive.

SMILES	NPC1 prom act	ELG1 repair inh	ELG1 genotoxic	Rab9 prom act	Tb PFK inh	BRCA1 expr act	RORgamma inh	p53 reactivation	Gal4-VP16 FLuc	TRPV1 ag	FLuc counter
CC(C)(C)C(=O)Nc1ccc(N2CCCC2)cc1	-13%	17%	1%	18%	-1%	45%	1%	20%	5%	12	-14%
COc1ccc(CCNS(=O)(=O)c2ccc3c(c2)n(C)c(=O)c(=O)n3C)cc1OC	2%	9%	-2%	3%	-6%	-13%	-4%	2%	3%	0	-1%
N#CCn1cc(/C=N/NC(=O)c2cc3c(ccc4ccccc43)o2)c2ccccc21	-13%	-22%	-3%	-5%	-1%	-1%	-15%	-2%	4%	0	?
C[C@H](CO)N1C[C@H](C)[C@@H](CN(C)C(=O)Nc2ccccc2)Oc2c(NC(=O)Nc3ccc4c(c3)OCO4)cccc2C1=O	·	?	0%	·	4%	0%	·	3%	·	·	·
O=S(=O)(Nc1cccc(-c2nnco2)c1)c1ccc(F)cc1F	-1%	1%	0%	-10%	3%	3%	37%	2%	5%	1	-2%
O=C(NC1=NCCS1)c1cc(Cl)ccc1Cl	-5%	13%	-1%	3%	0%	6%	·	·	·	1	-8%
Cc1cccc(NC(=O)N2C3CCCC2CC(NC(=O)C2CC2)C3)c1 (stereo not given)	-6%	5%	0%	0%	0%	-17%	-4%	-4%	13%	0	0%
CC(=O)c1c(C)[nH]c(C(=O)Nc2cc(F)ccc2C)c1C	2%	0%	2%	-1%	1%	-40%	-13%	-3%	-3%	8	1%
CC1SC(c2ccccc2)N(CC(O)c2ccc([N+](=O)[O-])cc2)C1=O (stereo not given)	-2%	?	-2%	-4%	-11%	-2%	16%	-1%	-12%	4	0%
CCS(=O)(=O)n1nc(-c2ccc(C)cc2)nc1N	-2%	6%	4%	-1%	17%	15%	32%	4%	24%	7	-6%
CN(CC(=O)Nc1ccccn1)S(=O)(=O)c1ccc(Cl)cc1	-4%	-5%	-1%	-2%	-2%	9%	26%	-6%	-4%	-3	2%
C=CCC(NCc1ccccc1)c1ccco1 (stereo not given)	·	·	·	·	·	-18%	-12%	·	-8%	2	0%
Cc1ccc(NC(=O)Cn2nnc(-c3ccc4c(c3)OCO4)n2)cc1F	-1%	6%	-1%	4%	0%	-22%	3%	-6%	5%	1	2%
Cc1ccc(Cl)cc1NC(=O)COC(=O)CCN1C(=O)C2CC=CCC2C1=O (stereo not given)	·	-1%	-2%	·	0%	1%	·	4%	·	·	·
CN1CCN(C(=O)c2ccccc2NS(=O)(=O)c2ccc(F)cc2)CC1	-1%	15%	2%	0%	3%	-6%	·	4%	·	-6	0%
C/C(=N/O)c1cc(C(C)(C)C)c(O)c(C(C)(C)C)c1	-3%	-2%	-4%	1%	-1%	-19%	-36%	-3%	-22%	10	-2%
C[C@H]1C[C@H]2[C@@H]3CCC4=CC(=O)C=C[C@]4(C)[C@@]3(Cl)[C@@H](O)C[C@]2(C)[C@@]1(O)C(=O)CO	-5%	14%	10%	-5%	-4%	0%	?	4%	-3%&3%	1	3%
COC(=O)c1ccccc1NC(NC(=O)c1ccco1)C(=O)c1ccc(C)cc1 (stereo not given)	3%	?	5%	-1%	-6%	21%	22%	12%	-7%	11	1%
CCOC(=O)CSc1nc(C2CC2)nc2ccccc12	26%	?	-3%	-3%	1%	-1%	6%[10 µM]	4%	-17%	-2	?
Cc1ccc(-n2nc(-c3cccnc3)cc2C(=O)N2CCOCC2)c(C)c1	1%	-2%	-1%	11%	-9%	-23%	-24%	11%	15%	2	3%
CSc1nnc(-c2ccccc2Cl)o1	10%	?	?	22%	5%	86%	6%	7%	2%	-2	?
Cc1ccc2c(c1)CCCN2C(=O)C1CCCO1 (stereo not given)	-1%	20%	0%	-2%	-1%	2%	28%	9%	-3%	-5	4%
CC(C)(C)NC(=O)C(OC(=O)c1cccs1)c1ccc(F)cc1 (stereo not given)	0%	-5%	-4%	0%	0%	-1%	-1%	-1%	-9%	7	-2%
Nc1nc2ccccc2n1CCOc1ccc(Cl)cc1	-2%	-16%	-6%	0%	2%	3%	?	·	-12%	-5	2%
O=C(COc1nncc2ccccc12)NCCC1=CCCCC1	3%	13%	2%	3%	-6%	6%	5%	1%	-5%	-1	-3%
COCCN(C(=O)COC(=O)c1cc2ccccc2cc1O)c1c(N)n(Cc2ccccc2)c(=O)[nH]c1=O	2%	16%	2%	-4%	0%	-12%	·	-3%	·	2	1%
CCCCNc1nc2c(S(=O)(=O)c3ccccc3)nnn2c2ccccc12	0%	15%	1%	-6%	-6%	-10%	6%	-2%	3%	1	-1%
O=C(COC(=O)c1ccccc1NCCO)NNC(=O)c1cccs1	1%	0%	1%	-2%	0%	1%	·	14%	·	2	1%
O=C(COC(=O)c1cc[n+]([O-])cc1)Nc1ccc(Cl)c(C(F)(F)F)c1	·	-11%	1%	·	-24%	11%	·	-7%	·	·	·
CCOc1cc2[nH]c(=S)n(CCC(=O)N3CCc4ccccc4C3)c(=O)c2cc1OCC	0%	-3%	3%	-3%	-2%	2%[1.84 µM]	-20%	8%	-2%	-2	3%
COc1ccc2[nH]c3c(c2c1)CCN1C(=O)C(CC(=O)NCCCn2ccnc2)C[C@H](C(=O)N2CCOCC2)[C@@]31C (stereo not given in full)	·	?	-3%	·	-5%	6%	·	-2%	·	·	·
COc1ccc(NC(=O)CCC(=O)c2ccc(Cl)cc2)cn1	0%	?	4%	-6%	-1%	4%	·	10%	·	4	-2%
O=C(NCC(c1ccco1)N1CCc2ccccc21)c1cccc([N+](=O)[O-])c1 (stereo not given)	0%	?	-28%	2%	-6%	-27%	·	-1%	·	15	1%
CCCCN(CC)CCNC(=O)c1cc2c(=O)[nH]c3ccccc3c2n1C	0%	0%	0%	-8%	2%	18%&5%	10%	24%	-12%	2	-1%&3%
COC(=O)c1ccc(NC(=S)NCC2CC2)cc1	6%	3%	12%	17%	-1%	72%	11µM*	8%	?	?	-19%
Brc1cnc2nc[nH]c2c1	-2%	-1%	-3%	-3%	-3%	35%	4%	1%	-16%	4	0%
O=C(COC(=O)[C@H](Cc1c[nH]c2ccccc12)NC(=O)c1cccs1)NCc1ccccc1	-1%	8%	-1%	-2%	2%	0%	28%	8%	-12%	17	0%
COc1ccc(C2(CNS(=O)(=O)c3ccccc3)CCOCC2)cc1	-4%	-15%	-2%	0%	1%	-2%	22%	-1%	-5%	0	1%
Cc1sc2ncnc(-n3nnc4ccccc43)c2c1C	-6%	2%	2%	-8%	4%	3%	10%	-4%	-24%	0	-3%
CCOC(=O)c1cc(C)sc1NC(=O)CN1CCN(C(=O)c2ccco2)CC1	0%	3%	14%	1%	-1%	-22%	-2%	-4%	6%	-3	0%
CN(C(=O)c1cc(-n2cnnc2)ccc1Cl)c1ccccc1	1%	?	8%	1%	-2%	16%	-18%	?	-7%	-3	-23%
Cc1cccc(-c2noc(CCC(=O)Nc3ccccc3)n2)c1	0%	-3%	-6%	-4%	5%	-12%	-11%	2%	-12%	?	-9%
Cc1cccc(OCC(=O)N(Cc2ccco2)c2c(N)n(Cc3ccccc3)c(=O)[nH]c2=O)c1	-1%	9%	0%	-4%	0%	-3%	·	5%	·	-2	-1%
COC(=O)C1(C)NC(c2ccc(F)cc2)C2C(=O)N(c3ccc(C)cc3)C(=O)C21 (stereo not given)	0%	5%	-2%	-1%	1%	0%	-6%	·	-1%	5	2%
CCn1c(CCNC(=O)c2ccccc2Cl)n[nH]c1=S	0%	-2%	0%	-15%	1%	-2%	?	-1%	-5%	-4	2%
CCC(=O)Nc1ccc(Cl)c(NC(=O)c2cccnc2)c1	0%	1%	-6%	0%	-7%	-6%	35%	-1%	-2%	1	-1%
CSc1ccccc1NC(=O)CSc1n[nH]c(N)n1	-2%	-1%	-3%	-1%	-2%	-6%	6%	-1%	4%	-1	-1%
COCCn1c(SCC(=O)Nc2sc(C)c(C)c2C#N)nnc1-c1ccc(OC)cc1	-2%	?	1%	-1%	-7%	-14%	?	-8%	-7%	2	1%
Clc1ccc(Cn2nc(-c3ccccc3)nc2-c2ccccc2)cc1	22%	?	11%	23%	0%	?	1%	?	28%	0	15µM*
